ABHD5 PLIN5 PPI: blocks binding of human ABHD5 to perilipin-5; Split G. princeps luciferase complementation, luminescence, 4 h; inhibition, % at 4 µM; 0.78% of 360,000 active;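 active means inhibition above the mean inhibition across every tested compound plus 3 SD, cut at about 22% in these data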;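 further: 0% = DMSO only wells and the 100% control is not disclosed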
Target sequence (Q00G26 whole entry, looked up): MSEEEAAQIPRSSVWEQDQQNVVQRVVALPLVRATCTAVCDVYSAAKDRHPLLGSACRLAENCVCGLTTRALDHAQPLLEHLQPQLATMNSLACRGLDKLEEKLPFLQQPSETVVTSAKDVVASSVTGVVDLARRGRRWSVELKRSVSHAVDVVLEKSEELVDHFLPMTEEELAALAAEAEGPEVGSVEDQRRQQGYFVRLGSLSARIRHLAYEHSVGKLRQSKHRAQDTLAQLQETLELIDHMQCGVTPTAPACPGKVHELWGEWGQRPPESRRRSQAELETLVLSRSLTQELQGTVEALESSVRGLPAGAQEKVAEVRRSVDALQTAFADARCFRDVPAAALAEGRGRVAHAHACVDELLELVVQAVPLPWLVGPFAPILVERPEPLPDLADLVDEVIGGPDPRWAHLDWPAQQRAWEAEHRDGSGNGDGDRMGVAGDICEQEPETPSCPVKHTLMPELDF
Target sequence (Q8WTS1 whole entry, looked up): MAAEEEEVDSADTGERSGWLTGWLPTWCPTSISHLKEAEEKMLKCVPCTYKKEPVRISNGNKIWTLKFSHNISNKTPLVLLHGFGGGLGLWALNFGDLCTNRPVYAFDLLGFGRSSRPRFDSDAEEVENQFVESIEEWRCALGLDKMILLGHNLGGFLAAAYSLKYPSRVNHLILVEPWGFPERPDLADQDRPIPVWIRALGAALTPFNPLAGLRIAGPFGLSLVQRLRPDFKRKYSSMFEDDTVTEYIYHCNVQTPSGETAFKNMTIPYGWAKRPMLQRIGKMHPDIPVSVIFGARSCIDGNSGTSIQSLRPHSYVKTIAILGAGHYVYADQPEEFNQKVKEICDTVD
aDG glyco act: increases alpha dystroglycan glycosylation; Pro5-aDG cells, alpha-DG glycosylation AlphaScreen (IIH6); 0% Pro5, 100% B10-LARGE cell signal; activation, % at 10 µM; 0.22% of 360,000 active;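 active means activation of at least 8% versus controls, or a plate z-score of at least 8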;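 further: Pro5 are CHO cells carrying HIG-tagged alpha-DG that lacks glycosylation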
H9c2 protect: protects H9c2 cardiomyocytes from peroxide injury | H2O2 injury protection, ATPLite, 2 h | 0.63% of 360,000 active | protection from H2O2 cell death, % at 20 µM | AID 588492;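 active means compounds giving at least 50% protection of heart cells from peroxide-induced death in the single-dose screen, raw or plate-pattern-corrected value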;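 further: 0% = DMSO wells with peroxide and 100% = DMSO wells without peroxide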
m5-HT2A agonist: agonists of mouse serotonin 5-HT2A receptor (HTR2A); P35363; CHO-K1 mHTR2A beta-arrestin complementation, luminescence; percent of 30 µM serotonin response; activation, % at 7.6 µM; 0.66% of 360,000 active; AID 624169;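 active means activation above a run cutoff, the mean activation of all tested compounds plus 3 SD, cut at about 14% in these data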;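 further: 0% = plate median of compound wells and 100% = 30 µM serotonin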
MC4R ag barr: agonists of human melanocortin 4 receptor (MC4R) beta-arrestin; U2OS MC4R beta-arrestin complementation, luminescence; percent of melanotan II response, DMSO zero; AID 540308; activation, % at 8.9 µM; 0.98% of 360,000 active; P32245;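 active means activation above a per-plate cutoff, the mean activation of sample wells on that plate plus 3 SD, cut at about 8% in these data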
ABCB6 inh 2: blocks the human ABCB6 transporter; AID 602162; K562-ABCB6 porphyrin accumulation, flow cytometry, 1 h; hits give low values; Q9NP58; fluorescence ratio to DMSO, % at 10 µM; 0.19% of 360,000 active;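 active means fluorescence ratio to DMSO below 75%, the collection mean minus 3 SD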;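 further: signal is porphyrin accumulated inside mitochondria; 100% equals median channel fluorescence of DMSO control wells; lower ratio means ABCB6 inhibition with less porphyrin fluorescence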
iPSC survival up: increases survival of single human iPS cells | hiPSC single-cell survival, ATPlite luminescence; 100% = ROCK inhibitor wells, 0% = DMSO | survival enhancement, % at 20 µM | 0.044% of 360,000 active | AID 602274; in the data active means survival enhancement above about 18%;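 further: cells exposed to compounds for 16 hours before the ATP read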
MC4R antagonist: blocks human MC4R cAMP signaling; 0.48% of 360,000 active; P32245; MC4R-expressing cells, MTII-stimulated cAMP, LANCE TR-FRET; inhibition, % at 6.5 µM; AID 540295;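 active means inhibition above its plate's cutoff, the mean of tested wells on that plate plus 3 SD, cut at about 29% in these data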;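 further: 0% = Melanotan II alone and 100% = Melanotan II plus saturating MCL0020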
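Material – human MC4R-expressing U2OS cells · Repeats – no replicates · Detection – TR-FRET with Eu-cAMP and labeled anti-cAMP, 671 nm · Times – compound 30 min, challenge 1 h, detection 1 h · Compound – single nominal compound dose of 6.5 µM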
Glyco luc inh: blocks N-linked glycosylation in D54 reporter cells. reporter increase, % at 12.5 µM. AID 588692. 0.23% of 360,000 active. D54 ERlucT glycosylation luciferase reporter, 24 h; percent of 100 nM tunicamycin response;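 active means mean luciferase reporter signal, scaled so untreated is 0 and the glycosylation-blocking control 100, at or above a set limit in every replicate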;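 further: luciferase carries N-glycosylation sites so blocking glycosylation raises the light; 0% = median of neutral control wells and 100% = median of 100 nM tunicamycin wells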
Exocytosis inh: lytic granule exocytosis inhibition. TALL-104 LAMP-1 surface exposure, flow cytometry; cells stimulated with thapsigargin and PMA. inhibition, % at 10 µM. 0.66% of 360,000 active. AID 651702;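 active means inhibition above about 55%, limit read from the data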
The depositor's hits bear a star; / = no result given.

SMILES	ABHD5 PLIN5 PPI	aDG glyco act	H9c2 protect	m5-HT2A agonist	MC4R ag barr	ABCB6 inh 2	iPSC survival up	MC4R antagonist	Glyco luc inh	Exocytosis inh
Cc1ccc(NC(=O)Cn2ncn3c(cc4ccccc43)c2=O)c(C)c1	5	-0.4	8	-3	0.0	97	0.2	0	2	-11
COc1ccc(Cn2cnc3c4cc(F)ccc4n(C)c3c2=O)cc1	4	0.0	-4	6	-1.3	95	0.1	3	-2	1
O=C(c1ccc(F)cc1)N1CCCCC(Sc2nnc3ccccn23)C1=O (stereo not drawn)	0	0.0	0	-5	-1.1	95	0.2	0	5	2
COCCNC(=O)C(=O)NCC1OCCN1S(=O)(=O)c1ccc2c(c1)OCCO2 (stereo not drawn)	-4	-0.2	-2	-1	-0.1	96	-0.3	3	2	-6
N#CCCCSc1ncccc1-c1nc2ccccc2[nH]1	0	0.3	1	2	-0.7	85	-1.3	-2	1	-4
CCCCNc1c(CC(C)C)nc2nc(C)cc(C)n12	2	0.2	/	3	/	126	0.0	/	/	1
COCCCN(C(=S)Nc1ccc(OC)cc1)C(C)c1ccncc1 (stereo not drawn)	-1	0.2	3	2	1.5	93	-0.4	18	0	0
CN(C(=O)c1cccc(NC(=O)Cc2ccc(NC(=O)C3CCCN(C(=O)CCc4ccccc4)C3)cc2)c1)C1CCC1 (stereo not drawn)	2	0.1	-18	2	2.0	94	4.5	-1	-4	5
Cc1nc(CC(=O)N2CCN(S(=O)(=O)c3ccccc3C#N)CC2)cs1	-6	0.2	-7	0	-1.6	100	-3.5	-4	0	-2
COc1ccc(C(=O)NCCN(C)C)c2nc3ccccc3cc12	6	0.8	-2	-7	-1.1	97	-3.0	-26	54*	73*
CC(Sc1nc(C(F)(F)F)nc2ccccc12)C(=O)NC1CCCC1 (stereo not drawn)	-18	0.0	1	6	-1.5	96	0.2	6	1	0
COc1ccccc1N1CCN(C(=O)c2ccc3c(=O)n4c(nc3c2)CCCCC4)CC1	-11	0.0	8	-4	-0.5	99	3.5	5	-1	15
O[C@H]1C[C@H](c2ccccc2)N(Cc2cccs2)C[C@@H]1n1cc(-c2ccc(F)cc2)nn1	-3	-0.3	-16	1	-1.2	99	-2.8	18	-3	-4
C/C(=N\NC(=O)C1(C)CC1(Br)Br)c1cccc(NC(=O)C2CCC2)c1 (stereo not drawn)	-2	-0.3	6	0	0.8	105	1.3	3	0	-2
COc1ccc(CN2CCN(CCSc3ccc(C)cc3)CC2)c(OC)c1OC	2	0.3	-8	1	-0.6	100	-0.6	0	3	1
O=S1(=O)CC(N2CCCCC2)CN1Cc1cn(Cc2ccc(C(F)(F)F)cc2)nn1 (stereo not drawn)	-8	0.0	/	-3	/	103	-0.6	/	/	-2
CCNC(=O)N(C)c1c(CC)nc2ccc(C(=O)Nc3cccc(OCC(=O)N(C)C)c3)cn12	1	0.1	-1	-4	-2.5	99	19	0	1	-1
CN(C)S(=O)(=O)c1cc(NC(=O)Cn2ccsc2=N)ccc1Cl	-5	-0.1	7	7	-3.3	99	-1.7	1	1	0
CC1CC(C)CN(C(=O)COC(=O)CN2C(=O)c3ccccc3C2=O)C1 (stereo not drawn)	-3	-0.2	8	0	-0.5	92	-2.1	8	1	4
CN1CCN(C(=O)C[C@@H]2C[C@H]3c4cc(NC(=O)c5cccnc5)ccc4O[C@H]3[C@H](CO)O2)CC1	-1	-0.1	6	9	-1.9	97	0.1	0	0	-4
CCn1c(SC(C)C(=O)Nc2nccs2)nnc1-c1ccncc1 (stereo not drawn)	-8	0.0	1	-2	-2.0	96	-0.4	4	/	5
CCCCN(CC)CCCNC(=O)c1cn(CC(C)C)c(=O)c2c1c1ccccc1n2C	-2	0.7	0	-8	-2.8	101	-0.4	5	-4	16
COc1ccc(CCNC(=O)C(=O)NCC2CCCN2S(=O)(=O)c2ccc(OC)cc2)cc1 (stereo not drawn)	7	-0.3	16	6	-2.1	94	0.4	7	-4	7
CC(=O)Nc1sc2c(c1CN1CCCC1)CCCC2	-2	0.1	-3	-1	-2.6	103	-0.9	26	0	1
CCCC1(C(=O)O)NC(c2ccccc2O)C2C(=O)N(c3cccc(Cl)c3)C(=O)C21 (stereo not drawn)	3	-0.1	-2	-2	0.1	104	2.2	-6	1	4

The listing continues:
SMILES	ABHD5 PLIN5 PPI	aDG glyco act	H9c2 protect	m5-HT2A agonist	MC4R ag barr	ABCB6 inh 2	iPSC survival up	MC4R antagonist	Glyco luc inh	Exocytosis inh
Cc1ccc(-c2csc3nnc(SCC(=O)N4CCN(Cc5ccccc5)CC4)n23)cc1	1	0.0	1	-6	-2.6	102	-1.8	13	-3	-1
COc1ccc(CN2CC(C(=O)N3CCOCC3)CC2=O)cc1 (stereo not drawn)	-1	-0.1	-3	3	0.1	91	-1.1	0	0	4
CCCCCCOc1ccc(/C=N/NC(=O)C2CC2)cc1	-9	0.3	-9	3	-0.5	95	-0.3	-1	-2	1
CCc1ccc(NS(=O)(=O)c2ccc3[nH]c(=O)[nH]c3c2)cc1	-5	-0.1	9	1	-2.2	97	0.9	6	0	-6
CCN(Cc1ccncc1)C(=S)Nc1c(C)cccc1C	5	0.1	-2	5	0.0	97	0.3	12	1	-2
COc1ccc(OC)c(CN2CCN(S(=O)(=O)c3ccc(NC(C)=O)cc3)CC2)c1	-11	0.4	1	1	0.9	104	-1.2	-7	0	-1
CC(=O)Nc1ccc(Br)c2ccccc12	2	-0.1	-2	2	0.4	100	2.9	25	-2	0
NC(=O)C1CCN(c2ccc(C(F)(F)F)cn2)CC1	2	-0.1	7	2	2.4	91	1.4	23	5	-1
Cc1ccc(-c2cc(-c3ccccc3)[nH]c(=S)c2C#N)cc1	16	0.7	0	0	-2.4	96	-5.8	9	1	1
CCc1nc2sc3c(c2c(=O)n1CCO)CCC3	-2	-0.1	3	-5	-1.9	106	0.1	-4	0	-8
CC(C)(C)c1ccc(S(=O)(=O)NC(=O)C2(C)CCN2C(=O)C2(c3ccc(Cl)cc3)CC2)cc1 (stereo not drawn)	2	0.0	-2	2	0.5	101	1.9	-5	1	6
Cc1ccc(S(=O)(=O)Oc2cccc(/C=N/n3cnnc3)c2)cc1	3	0.2	-14	-1	-0.6	101	1.5	-5	1	-1
COc1ccc(CCNC(=O)COc2coc(CN3c4ccccc4CC3C)cc2=O)cc1OC (stereo not drawn)	-6	0.2	-5	12	-0.9	97	0.4	-1	-1	5
CCOn1c(=O)c(-c2ccc(Cl)cc2)[n+]([O-])c2ccccc21	2	-0.3	16	0	1.3	97	5.6	-3	0	-2
COc1ccccc1N1CCN(C(=O)CSc2ccccc2)CC1	1	-0.3	9	-6	-2.0	101	-3.2	4	2	-1
C=CCN(c1ccc(C(N)=O)cc1)S(C)(=O)=O	0	-0.1	-6	-1	-0.4	102	6.0	1	1	2
CC(C)NC(=O)CC(=O)N/N=C/c1ccc(F)cc1	-9	0.1	-3	-1	4.5	95	5.2	0	2	0
O=C(Oc1coc(CSc2nnc(NC(=O)C3CC3)s2)cc1=O)c1ccccc1	-5	0.0	14	-1	-1.4	100	0.9	2	0	19
COc1cc(/C=C/C(=O)O)cc(S(=O)(=O)Nc2ccc3c(c2)CCC3)c1OC	2	0.5	-2	-2	0.4	104	0.1	4	2	1
CCc1nc2c(c(SC)nn2-c2ccccc2)c(N)c1C(=O)OC	3	-0.1	-15	-4	-1.0	99	1.2	-16	-1	-2
O=c1[nH][nH]c2c1[C@H](c1ccc(Cl)cc1)O[C@H](C1CC1)C2	23*	0.2	/	11	/	96	1.7	/	/	13
CSc1nc2nc(-c3cccc(C(F)(F)F)c3)ccn2n1	2	0.0	-5	2	-0.1	94	3.0	10	5	-2
CC(=O)N(Cc1cc(=O)[nH]c2ccccc12)c1ccccc1C	-5	0.1	8	2	0.2	104	-0.1	1	0	-3
O=C(CCn1c(=S)[nH]c2ccccc2c1=O)N1CCCCC1	-3	-0.2	4	1	-2.5	101	1.6	1	2	5
CC(C)(C)c1ccccc1OCC(O)CN1CCN(c2ccccn2)CC1 (stereo not drawn)	-1	0.0	-4	-3	2.5	96	-0.2	3	-4	-4

Fetched one by one from the entries so far:
SMILES	ABHD5 PLIN5 PPI	aDG glyco act	H9c2 protect	m5-HT2A agonist	MC4R ag barr	ABCB6 inh 2	iPSC survival up	MC4R antagonist	Glyco luc inh	Exocytosis inh
COc1ccc(CCNC(=O)COc2coc(CN3c4ccccc4CC3C)cc2=O)cc1OC (stereo not drawn)	-6	0.2	-5	12	-0.9	97	0.4	-1	-1	5
Cc1ccc(-c2cc(-c3ccccc3)[nH]c(=S)c2C#N)cc1	16	0.7	0	0	-2.4	96	-5.8	9	1	1
CC(=O)N(Cc1cc(=O)[nH]c2ccccc12)c1ccccc1C	-5	0.1	8	2	0.2	104	-0.1	1	0	-3
CC(C)NC(=O)CC(=O)N/N=C/c1ccc(F)cc1	-9	0.1	-3	-1	4.5	95	5.2	0	2	0
COc1ccccc1N1CCN(C(=O)CSc2ccccc2)CC1	1	-0.3	9	-6	-2.0	101	-3.2	4	2	-1

Carrying on.
SMILES	ABHD5 PLIN5 PPI	aDG glyco act	H9c2 protect	m5-HT2A agonist	MC4R ag barr	ABCB6 inh 2	iPSC survival up	MC4R antagonist	Glyco luc inh	Exocytosis inh
Cc1ccc(C2=NS(=O)(=O)N(C)C(C(=O)Nc3cc(C)n(CC(=O)N4CCCCC4)n3)=C2)cc1	6	0.0	-6	0	-3.3	100	0.8	7	2	1
CC(=O)CSc1nnc(CN2C(=O)CSc3ccc(C(F)(F)F)cc32)n1C	-3	-0.1	3	-1	-2.2	100	1.9	9	2	-5
CC(=O)N/C(N)=N/c1nc(=O)c2ccccc2s1	-7	0.1	-3	3	-2.9	100	0.0	7	-2	-8
O=C1[C@H]2[C@@H](/C=C/c3ccccc3)N3C(=O)CN(CC4CC4)C(=O)[C@@]3(Cc3ccccc3)[C@H]2C(=O)N1c1ccccc1	-7	-0.5	4	4	0.6	102	-0.2	3	-2	-4
O=C(COC(=O)c1ccc(F)c(S(=O)(=O)N2CCOCC2)c1)NCc1ccccc1	1	0.0	2	-2	-0.1	98	-0.5	6	0	4
O=C1C2CC=CCC2C(=O)N1CNc1ccccc1 (stereo not drawn)	2	-0.3	2	-3	-1.1	87	0.6	-3	0	0
O=C(Cc1n[nH]c(=O)c2ccccc12)Nc1ccc(-c2nnc3n2CCCCC3)cc1	-2	0.1	27	-1	-0.1	101	3.9	-2	0	4
Cc1ccc2nc(SCC(=O)Nc3ccc(Cl)cc3)nc(=O)n2c1	6	0.1	-4	4	-1.7	97	-0.4	18	-1	7
CCCn1nnc(NC(=O)COc2ccc(CC)cc2)n1	5	-0.3	-12	4	-0.6	186	5.6	10	1	1
CCOC(=O)c1c(C)oc2c1c(CN1CCN(CCO)CC1)c(O)c1ccccc12	35*	0.2	-22	0	4.3	94	-0.9	-9	10	7
CN(Cc1nc(-c2ccc(C(F)(F)F)cc2)no1)C1CCOCC1	-3	-0.2	4	3	-1.2	99	0.0	4	3	-3
O=C(NN=Cc1ccccc1Cl)c1ccccc1	-7	0.0	-11	4	-0.9	97	3.6	-1	-5	-2
O=S(=O)(O)c1cccc(N=Nc2c(O)ccc3ccccc23)c1	14	0.1	0	-3	-3.5	96	0.1	-9	1	0
O=C(COC(=O)/C=C/c1ccc(Cl)cc1Cl)Nc1ccc2c(c1)OCCO2	-9	-0.1	-8	-3	-2.3	94	-0.5	3	2	3
